IDH1 R132H inh – blocks human mutant IDH1 R132H enzyme | AID 602179 | 0.093% of 390,000 active | Potency, µM (highest dose often 76.6 µM), for the others: at the highest dose activity change, negative = inhibition, hits mostly inhibitors | IDH1-R132H enzyme, NADPH consumption, diaphorase/resazurin fluorescence | O75874; note: potency is the fitted concentration of half-maximal effect; % is set by controls: 0 for no effect and ±100 for the full control effect; nearly all actives have a fitted effect of over 65% in size
Target sequence (O75874 whole entry R132H, stated change not applied): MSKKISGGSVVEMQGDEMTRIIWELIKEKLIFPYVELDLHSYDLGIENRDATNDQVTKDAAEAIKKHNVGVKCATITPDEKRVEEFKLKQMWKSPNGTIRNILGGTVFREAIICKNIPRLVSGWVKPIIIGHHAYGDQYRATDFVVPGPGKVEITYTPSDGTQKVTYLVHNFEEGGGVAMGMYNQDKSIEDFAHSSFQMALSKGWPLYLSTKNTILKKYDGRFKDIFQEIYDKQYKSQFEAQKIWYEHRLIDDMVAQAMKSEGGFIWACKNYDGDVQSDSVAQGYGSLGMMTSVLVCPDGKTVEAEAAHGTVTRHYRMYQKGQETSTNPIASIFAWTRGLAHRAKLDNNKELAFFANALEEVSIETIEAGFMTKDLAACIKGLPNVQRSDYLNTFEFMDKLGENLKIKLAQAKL
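IDH1-R132H (0.5 ug/mL) preincubated 30 min with compound, then NADPH (0.016 mM) and alpha-KG (2 mM) added; 80 min at RT, pH 7.5. Remaining NADPH coupled via diaphorase/resazurin to fluorescence (540/590 nm); concentration-response curves normalized to no-enzyme control.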
GLS inh – glutaminase GLS (human) inhibition; GLS enzymatic activity, qHTS titration; Potency, µM (doses to about 45.5 µM), for the others: at the highest dose activity change, negative = inhibition, most hits filed as inhibitors; 0.21% of 410,000 active; note: potency is the fitted concentration of half-maximal effect; % is set by controls: 0 for no effect and ±100 for the full control effect
Target sequence (O94925 whole entry, looked up): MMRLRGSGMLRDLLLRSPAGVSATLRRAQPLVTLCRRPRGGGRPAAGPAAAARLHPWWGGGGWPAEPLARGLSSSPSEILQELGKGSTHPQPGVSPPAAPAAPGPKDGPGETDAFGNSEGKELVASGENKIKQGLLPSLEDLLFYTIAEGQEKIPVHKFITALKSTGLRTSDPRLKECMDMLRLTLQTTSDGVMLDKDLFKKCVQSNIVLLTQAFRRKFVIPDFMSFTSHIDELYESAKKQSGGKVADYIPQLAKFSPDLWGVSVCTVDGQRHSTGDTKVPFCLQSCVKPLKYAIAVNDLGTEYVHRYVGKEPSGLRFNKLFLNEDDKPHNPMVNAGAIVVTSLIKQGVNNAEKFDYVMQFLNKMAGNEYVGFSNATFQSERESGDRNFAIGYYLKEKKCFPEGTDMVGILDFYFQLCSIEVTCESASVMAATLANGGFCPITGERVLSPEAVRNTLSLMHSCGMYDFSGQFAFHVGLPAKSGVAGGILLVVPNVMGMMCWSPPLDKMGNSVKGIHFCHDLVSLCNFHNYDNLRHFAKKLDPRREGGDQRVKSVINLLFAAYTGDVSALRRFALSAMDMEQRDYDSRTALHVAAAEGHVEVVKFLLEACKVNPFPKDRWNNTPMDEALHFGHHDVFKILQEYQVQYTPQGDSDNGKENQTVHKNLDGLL
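hKGA in 45 mM KH2PO4 pH 8.2, 0.02% Tween-20 with pin-transferred compounds; 1 mM L-glutamine (stock) plus glutamate oxidase/HRP/Amplex Red coupling added. Fluorescence read initially and after 30 min at RT.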
Pin1 inhibitor – blocks the human prolyl isomerase Pin1; Pin1 FP peptide displacement, HiFluor488, 10 min; Q13526; Potency, µM (top dose mostly 115 µM), inactives show top-dose activity, negative = inhibition, actives largely listed as inhibitors; 0.009% of 390,000 active; active = well fitted inhibition curve with a large enough effect in the polarisation, with a control signal flat, not every such curve was filed as active; inconclusive = small, poorly fitted or top-dose-only effect, or effect the other way, or a change in a side signal; inactive = no such curve, though single readings can be large or run the other way; the % refers to the polarisation; note: potency is the fitted concentration of half-maximal effect; % is set by controls: 0 for no effect and ±100 for the full control effect
TrxR1 inh – blocks rat thioredoxin reductase 1; recombinant rTrxR1, NADPH fluorescence consumption, selenite substrate; O89049; AID 588453; Potency, µM (series often up to 114 µM), without a hit: at the highest dose activity change, negative = inhibition, usual class: inhibitors; 1% of 390,000 active; note: potency is the fitted concentration of half-maximal effect; % is set by controls: 0 for no effect and ±100 for the full control effect; nearly all actives have a fitted effect of over 65% in size
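Rat TrxR1 (90 nM in the dispensed reagent) was pre-reduced with 400 uM NADPH for 5 min at room temperature, then incubated with compound for 15 min. After 400 uM selenite was added, NADPH fluorescence (Ex 340/Em 450 nm) was followed for 8 min.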
HP1b binding inh – HP1-beta chromodomain-methylated histone interaction inhibition; P83916; AlphaScreen HP1-beta / biotin-H3K9me3 peptide binding; Potency, µM (titrated, usually from 114 µM), for the others: at the highest dose activity change, negative = inhibition, hits mostly inhibitors; 0.56% of 390,000 active; AID 540317; note: potency is the fitted concentration of half-maximal effect; nearly all actives have a fitted effect of over 70% in size; inactives centre near 23
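Compound inhibition of the preformed complex between 50 nM HP1-beta and 50 nM biotinylated H3K9me3 peptide was read by AlphaScreen. Buffer was PBS pH 7.4 with 0.01% Tween-20. Incubations ran 30 min at room temperature, with 10 ug/mL donor/acceptor beads.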
PI4K2A block – PI4K2A (human) kinase inhibition; 0.13% of 420,000 active; purified PI4K2A, ADP-Glo luminescence, 1 h; active compounds read low; activity change, negative = inhibition, % at 76.9 µM; AID 1346378; in the data active = activity change below about -50%; inconclusive = mostly about -30% to -49%;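 note: -100% = wells without enzyme as full effect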
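ADP-Glo luminescence measured ADP generated by PI4K2A enzyme (4 ug/mL before mixing) with 1.2 mM PI substrate (pre-mix) and 300 microM ATP (pre-mix). Tris pH7.5 buffer with MgCl2, Triton X-100; 1 h reaction at ambient temperature.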
USP1-UAF1 inh – USP1/UAF1 (human) deubiquitinase inhibition | 0.23% of 390,000 active | recombinant USP1/UAF1, Ub-Rhodamine cleavage fluorescence | O94782 | Potency, µM (highest dose often 57.1 µM), without a hit: top-dose activity change, negative = inhibition, hits mostly inhibitors | AID 743255; note: potency is the fitted concentration of half-maximal effect; % is set by controls: 0 for no effect and ±100 for the full control effect; nearly all actives have a fitted effect of over 60% in size; inactives centre near -12
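USP1/UAF1 complex at 1 nM was preincubated with compound for 15 min at room temperature, then Ub-Rho substrate (150nM final) was added. Fluorescence (480/540 nm) was read kinetically, 6 reads every 60 seconds.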
TrxR1 substrate – is turned over as a substrate by rat TrxR1; Potency, µM (doses to about 114 µM), for the others: at the highest dose activity change, negative = substrate turnover; 0.01% of 390,000 active; purified TrxR1 substrate turnover, NADPH consumption readout; AID 588456; note: potency is the fitted concentration of half-maximal effect; % is set by controls: 0 for no effect and ±100 for the full control effect; nearly all actives have a fitted effect of over 50% in size
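Rat TrxR1, dispensed at 90 nM, was prereduced with 400 uM NADPH (final) for 5 min at ~22 deg C, then incubated with compound 15 min before 400 uM selenite. A first-read NADPH fluorescence drop versus no-compound background flagged substrates.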
Tb PGK inh – inhibitors of T. brucei phosphoglycerate kinase. P07378. AID 602233. Potency, µM (series often up to 57.5 µM), without a hit: top-dose activity change, negative = inhibition, hits mostly inhibitors. 0.043% of 380,000 active. PGK/GAPDH coupled, Kinase-Glo luminescence, 60 min; note: potency is the fitted concentration of half-maximal effect; % is set by controls: 0 for no effect and ±100 for the full control effect; nearly all actives have a fitted effect of over 60% in size
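Recombinant glycosomal PGK reaction used 1,3-bisphosphoglycerate generated in-well by GAPDH (100nM final) in 100mM TEA pH 7.6, 5mM MgCl2, 0.01% Tween-20. After 60 minutes at room temperature, ATP was read by Kinase-Glo Plus luminescence end-point.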
Active calls of the source: *; [ ] = dose if it differs, or a comment. Unless noted, calls come from the whole dose curve; as a rule, active = well fitted curve in the direction sought with a large enough effect; inconclusive = small, poorly fitted or top-dose-only effect, or another doubt; inactive = no such curve, though single readings can be large; an effect the other way counts as inactive or inconclusive. An excerpt; count on the stated rates, not on these rows.

For O=C(c1ccc(S(=O)(=O)c2ccccc2Cl)c([N+](=O)[O-])c1)N1CCCCCC1 the results were IDH1 R132H inh -7%, GLS inh -10%, Pin1 inhibitor 0%, TrxR1 inh -26%, HP1b binding inh -30%, PI4K2A block 4, USP1-UAF1 inh -19%, TrxR1 substrate -9% and Tb PGK inh 5%.
`COc1ccccc1C(NC(=O)CC(C)C)c1c(O)ccc2ccccc12` (centres undefined) gave IDH1 R132H inh -1%, GLS inh -1%, Pin1 inhibitor 7%, TrxR1 inh 4%, HP1b binding inh 6%, PI4K2A block 7, USP1-UAF1 inh -27%, TrxR1 substrate 0% and Tb PGK inh 0%.
For Cc1ccc(C(=O)N2CCN(Cc3cc(=O)n4nc(-c5ccccc5)sc4n3)CC2)cc1 the results were IDH1 R132H inh -4%, GLS inh -5%, Pin1 inhibitor 2%, TrxR1 inh 31%[57.1 µM], HP1b binding inh 22%[57 µM], PI4K2A block -3, USP1-UAF1 inh 23%, TrxR1 substrate 0%[57.1 µM] and Tb PGK inh -1%.
Screening CC(C)(C)OC(=O)[C@H]1[C@H](c2ccc([N+](=O)[O-])cc2)C2(C(=O)c3ccccc3C2=O)C2c3ccccc3C=NN21 (some centres undefined) returned IDH1 R132H inh 2%, GLS inh 11%, Pin1 inhibitor inconclusive, TrxR1 inh inconclusive, HP1b binding inh -32%, PI4K2A block 2, USP1-UAF1 inh -16%, TrxR1 substrate -23% and Tb PGK inh 0%.
Screening O=C(COC(=O)CNC(=O)c1cccc(OC(F)F)c1)NNC(=O)c1ccccc1 returned IDH1 R132H inh 0%, GLS inh 1%, Pin1 inhibitor -7%, TrxR1 inh 24%, HP1b binding inh 51%[activator], PI4K2A block 6, USP1-UAF1 inh -9%, TrxR1 substrate 1% and Tb PGK inh inactive.
`Cc1cc(NC(=O)CCN2CCCCC2)ccc1Br` gave IDH1 R132H inh 1%, GLS inh -6%, Pin1 inhibitor 44%[activator], TrxR1 inh 7%, HP1b binding inh 38%, PI4K2A block 6, USP1-UAF1 inh -25%, TrxR1 substrate -3% and Tb PGK inh -7%.
OCCn1c(SCCOc2ccccc2F)nc2ccccc21 was read as IDH1 R132H inh 12%, GLS inh 11%, Pin1 inhibitor -9%, TrxR1 inh 11%, HP1b binding inh 66%[activator], PI4K2A block -1, USP1-UAF1 inh -17%, TrxR1 substrate 3% and Tb PGK inh -10%.
`O=C1CC(NS(=O)(=O)c2cccs2)CN1c1ccc(F)cc1` (centres undefined) gave IDH1 R132H inh -3%, GLS inh -3%, Pin1 inhibitor 3%, TrxR1 inh -6%[57.1 µM], HP1b binding inh 29%, PI4K2A block 2, USP1-UAF1 inh -1%, TrxR1 substrate -4%[57.1 µM] and Tb PGK inh 1%.
Screening Cn1nc(SCc2ccccc2)c(=O)[nH]c1=O returned IDH1 R132H inh 6%, GLS inh -5%, PI4K2A block -7, USP1-UAF1 inh -21% and Tb PGK inh -8%.
C/C(=N\O)C1(C)N(O)C(C)(C)C(c2ccc(Br)cc2)=[N+]1[O-] (centres undefined) was read as IDH1 R132H inh -5%, GLS inh 41%[activator], Pin1 inhibitor 8%, TrxR1 inh -7%, HP1b binding inh 27%, PI4K2A block 7, USP1-UAF1 inh -6%, TrxR1 substrate -2% and Tb PGK inh 11%.
COc1ccc(NC(=O)CSc2nc3sc(C)cc3c(=O)n2C)cc1 was read as IDH1 R132H inh -2%, GLS inh -13%, Pin1 inhibitor -2%, TrxR1 inh -10%, HP1b binding inh 21%, PI4K2A block -7, USP1-UAF1 inh -23%, TrxR1 substrate -6% and Tb PGK inh -6%.
For CCCCCn1c(-c2cccc(C)c2)nc2ccccc21 the results were IDH1 R132H inh 31%[activator], GLS inh -3%, Pin1 inhibitor 3%, TrxR1 inh 4%, HP1b binding inh 143%[activator], PI4K2A block 2, USP1-UAF1 inh -25%, TrxR1 substrate 1% and Tb PGK inh -4%.
Screening Cc1[nH]c2ccccc2c1C(=O)C(C)OC(=O)c1ccc([N+](=O)[O-])o1 (centres undefined) returned IDH1 R132H inh 4%, GLS inh 6%, Pin1 inhibitor inconclusive, TrxR1 inh -4%[57.1 µM], HP1b binding inh -12%, PI4K2A block -5, USP1-UAF1 inh -20%, TrxR1 substrate 2%[57.1 µM] and Tb PGK inh -2%.
CC(CNC(=O)CCC(=O)N1CCOc2ccc(Cl)cc21)c1ccccc1 (centres undefined) was read as IDH1 R132H inh 4%, GLS inh 0%, Pin1 inhibitor 0%, TrxR1 inh 29%[57.1 µM], HP1b binding inh 13%, PI4K2A block 12, USP1-UAF1 inh -14%, TrxR1 substrate 16%[57.1 µM] and Tb PGK inh -16%.
O=S(=O)(c1cccc(F)c1)N1CCN(Cc2ccc3c(c2)OCO3)CC1 was read as IDH1 R132H inh 3%, GLS inh 3%, Pin1 inhibitor 0%, TrxR1 inh 21%, HP1b binding inh 15%, PI4K2A block 0, USP1-UAF1 inh -7%, TrxR1 substrate 1% and Tb PGK inh -2%.
Cc1ccc(S(=O)(=O)NC(C)C(c2cccs2)N2CCN(C)CC2)cc1 (centres undefined) was read as IDH1 R132H inh 8%, GLS inh 12%, Pin1 inhibitor -7%, TrxR1 inh 21%, HP1b binding inh 5%, PI4K2A block -1, USP1-UAF1 inh -33%, TrxR1 substrate 12% and Tb PGK inh inactive.
For Cc1ccc(Cn2c(SCC(=O)NCC3CCCO3)nc3c(sc4ccccc43)c2=O)cc1 (centres undefined) the results were IDH1 R132H inh -3%, GLS inh 0%, Pin1 inhibitor 4%, TrxR1 inh -7%, HP1b binding inh 31%, PI4K2A block -3, USP1-UAF1 inh -21%, TrxR1 substrate 4% and Tb PGK inh -2%.
`Cc1ccc(C(C)C)c(OCC(=O)OCC(=O)NC2CCS(=O)(=O)C2)c1` (centres undefined) gave IDH1 R132H inh 0%, GLS inh 46%[activator], Pin1 inhibitor 0%, TrxR1 inh 21%, HP1b binding inh 18%, PI4K2A block 4, USP1-UAF1 inh 2%, TrxR1 substrate 3% and Tb PGK inh -2%.
Cc1cc(C)nc(NC(=O)c2c(-c3c(Cl)cccc3Cl)noc2C)n1 was read as IDH1 R132H inh -4%, GLS inh 16%, Pin1 inhibitor 7%, TrxR1 inh 3%, HP1b binding inh 23%, PI4K2A block 5, USP1-UAF1 inh -13%, TrxR1 substrate -2% and Tb PGK inh 8%.
For Cc1cc(Nc2ccc(O)cc2)n2c(nc3ccccc32)c1C#N the results were IDH1 R132H inh -2%, GLS inh 3%, Pin1 inhibitor -2%, TrxR1 inh -13%, HP1b binding inh 33%, PI4K2A block -2, USP1-UAF1 inh -5%, TrxR1 substrate -16% and Tb PGK inh -1%.
COc1cc(OC)cc(-n2nnnc2SCC(=O)Nc2ccc(C(C)=O)cc2)c1 was read as IDH1 R132H inh -9%, GLS inh 0%, Pin1 inhibitor 10%, TrxR1 inh -6%, HP1b binding inh 22%, PI4K2A block -3, USP1-UAF1 inh -15%, TrxR1 substrate -9% and Tb PGK inh -1%.
`CCc1cccc(CC)c1N(COC)C(=O)Cn1nnc2ccccc21` gave IDH1 R132H inh 9%, GLS inh 13%, Pin1 inhibitor 0%, TrxR1 inh -10%, HP1b binding inh 19%, PI4K2A block 0, USP1-UAF1 inh 9%, TrxR1 substrate -12% and Tb PGK inh -1%.
Screening C=CCOc1ccc(/C(CC)=N/O)c(OC)c1 returned IDH1 R132H inh -4%, GLS inh 1%, Pin1 inhibitor -13%, TrxR1 inh -8%, HP1b binding inh 3%, PI4K2A block 0, USP1-UAF1 inh -18%, TrxR1 substrate -7% and Tb PGK inh 0%.
`COc1cc(NC(=O)c2ccc3c(c2)OCO3)ccc1NC(=O)c1cccs1` gave IDH1 R132H inh 4%, GLS inh 0%, Pin1 inhibitor 0%, TrxR1 inh 8%[57.1 µM], HP1b binding inh 22%, PI4K2A block 5, USP1-UAF1 inh -3%, TrxR1 substrate -2%[57.1 µM] and Tb PGK inh 1%.
Screening CCNC(=O)NC(=O)C(C)OC(=O)C(C)(C)Oc1ccc(Cl)cc1 (centres undefined) returned IDH1 R132H inh -10%, GLS inh -2%, Pin1 inhibitor 0%, TrxR1 inh 12%, HP1b binding inh 38%, PI4K2A block -1, USP1-UAF1 inh -2%, TrxR1 substrate 0% and Tb PGK inh -1%.
For O=C(NCc1ccccc1Cl)c1cc([N+](=O)[O-])ccc1Cl the results were IDH1 R132H inh 6%, GLS inh -1%, Pin1 inhibitor -4%, TrxR1 inh 5%, HP1b binding inh 69%[activator], PI4K2A block -3, USP1-UAF1 inh -7% and TrxR1 substrate 2%.
Screening Cc1cccc(N2CCN(C(=O)c3cc4n(n3)C(C(F)(F)F)CC(c3ccco3)N4)CC2)c1C (centres undefined) returned IDH1 R132H inh 0%, GLS inh 3%, Pin1 inhibitor inconclusive, TrxR1 inh 1%, HP1b binding inh 9%, PI4K2A block 1, USP1-UAF1 inh -13%, TrxR1 substrate -8% and Tb PGK inh 1%.

Compound activity deposited in PubChem BioAssay by National Center for Advancing Translational Sciences (NCATS).
